Source: PubChem BioAssay
Pf growth 96h: P. falciparum growth inhibition at 96 hours; hit rate 6.9% among 320,000; Potency, µM (top dose mostly 28.7 µM), without a hit: at the highest dose activity change, negative = inhibition, actives largely listed as inhibitors; P. falciparum luciferase reporter growth, 96 h; further: potency means the concentration at half of the fitted maximal effect; on the % scale 0 is the no-effect control and ±100 the full control effect
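P. falciparum expressing integrated firefly luciferase grown in erythrocytes (2% hematocrit, 0.05% parasitemia final) with compounds for 96 hours at 37 C, 5% CO2. Growth inhibition read as loss of luminescence after adding luciferase detection reagent.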
FBPA Giardia inh: inhibitors of Giardia lamblia fructose-1,6-bisphosphate aldolase; A8B2U2; purified Giardia FBPA; Potency, µM (highest dose often 59.6 µM), for inactives: at the highest dose activity, negative = inhibition, usual class: inhibitors; hit rate 0.71% among 290,000; further: potency means the concentration at half of the fitted maximal effect; on the % scale 0 is the no-effect control and ±100 the full control effect; nearly all actives have a fitted effect of over 55% in size
Target sequence (A8B2U2 whole entry, looked up): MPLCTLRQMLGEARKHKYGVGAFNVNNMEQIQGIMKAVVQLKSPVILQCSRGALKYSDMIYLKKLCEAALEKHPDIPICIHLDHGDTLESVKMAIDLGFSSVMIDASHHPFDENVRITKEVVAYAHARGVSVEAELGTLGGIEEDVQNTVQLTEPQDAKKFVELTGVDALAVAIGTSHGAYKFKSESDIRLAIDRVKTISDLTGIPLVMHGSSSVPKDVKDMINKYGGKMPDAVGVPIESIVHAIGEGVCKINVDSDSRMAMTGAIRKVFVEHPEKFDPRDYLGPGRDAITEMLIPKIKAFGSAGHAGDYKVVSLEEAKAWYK
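Giardia FBPA (40 nM reagent) was preincubated 10 min at RT with compound (up to 57.5 uM final), then substrate plus GAPDH/TPI/NAD/arsenate coupling system with diaphorase/resazurin was added; resorufin fluorescence (525/598 nm) was read after 20 min.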
CHX counter: counter-screen hit for Shiga toxin inhibitors, cycloheximide. hit rate 12% among 300,000. max response, %. cell reporter, cycloheximide protein synthesis inhibition counterscreen. AID 2314; in the data active means max response mostly above about 13%, no sharp cut-off; inactive means mostly below about 14%; further: read at 38.3 µM for the half of the compounds with a filed dose; 0% is about no effect
Shiga inhibitor: blocks Shiga toxin action in Vero cells | Vero cells, Shiga toxin protein synthesis inhibition reporter | inhibition, % at 38.7 µM | hit rate 9.2% among 290,000; in the data active means inhibition mostly above about 28%, no sharp cut-off; inactive means mostly below about 43%; further: 0% is about no effect
Pf growth 48h: inhibits P. falciparum growth in the first generation, 48 h; hit rate 5.9% among 310,000; P. falciparum luciferase growth in erythrocytes, 48 h; Potency, µM (doses to about 28.7 µM), for the others: top-dose activity change, negative = inhibition, actives largely listed as inhibitors; further: potency means the concentration at half of the fitted maximal effect; on the % scale 0 is the no-effect control and ±100 the full control effect
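Luminescence readout; reporter = integrated firefly luciferase in P. falciparum. RBC culture at 2% hematocrit, 0.1% parasitemia final, 37 C/5% CO2; decreased signal taken as growth inhibition.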
Sm TGR block: inhibitors of Schistosoma mansoni thioredoxin glutathione reductase | Q962Y6 | purified TGR, DTNB reduction, TNB absorbance 405 nm | Potency, µM (doses to about 114 µM), without a hit: at the highest dose activity change, negative = inhibition, hits mostly inhibitors | hit rate 3% among 360,000 | AID 485364; further: potency means the concentration at half of the fitted maximal effect; on the % scale 0 is the no-effect control and ±100 the full control effect; nearly all actives have a fitted effect of over 60% in size
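First, TGR (20 nM dispensed) and NADPH were mixed with compound. Second, a 15 min room-temperature incubation followed. Third, further NADPH and then DTNB were added to start the reaction. Finally, TNB absorbance was monitored kinetically.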
Numbers without * were called inactive; i = inactive; u = inconclusive; x = not tested or not shown; & = joins results of further samples; ! = a repeat was not active; [ ] = another dose, or the depositor's remark. Unless noted, the call rests on the fitted dose curve; in most records, active means well fitted curve in the direction sought with a large enough effect; inconclusive means small, poorly fitted or top-dose-only effect, or another doubt; inactive means no such curve, though single readings can be large; an effect the other way counts as inactive or inconclusive. Rows were taken by chance. About 24% of those tested had a hit in this group.

SMILES	CHX counter	FBPA Giardia inh	Sm TGR block	Pf growth 96h	Shiga inhibitor	Pf growth 48h
CCCCNC(=O)Nc1ccccc1CC	-1.5	0.2%	8.3%	-14.4%	-3.0	-6.6%
N#CC1=C(N)Oc2c(c(=O)oc3ccccc23)C1c1ccc([N+](=O)[O-])o1 (configuration not stated)	4.4	-25.6%	x	24.9%	13.5	2.5%
CC(C)Cn1c(N)cc(=O)n(C)c1=O	-6.0	1.4%	1.9%	-13.6%	-2.9	72.4%[activator]
O=C(c1ccc2c(c1)OCO2)C1CCCN(CC2CCCCC2)C1 (configuration not stated)	-3.6	-7.1%	0.6%	117.7%[activator]	0.6	9.5%
CSc1ccccc1OCc1cc(C(=O)NC(C)CCn2cccn2)no1 (configuration not stated)	17.7	x	-25.0%	-14.2%	16.3	4.3%
CCOc1ccccc1CNC(=O)C1CCN(c2nc3ccccc3o2)CC1	-2.1	1.4%	-1.8%	2.1%	36.1	6.1%
Cc1cc(C)n(-c2ccc(C(=O)OCC(=O)NCc3ccco3)cc2)n1	-3.0	0.9%	3.3%	-4.0%[5.75 µM]	-7.2	7.5%
Cc1ccc(CNC(=O)CCc2c(C)nc3ncnn3c2C)cc1	-3.0	2.4%	-16.3%	-15.1%	-31.1	38.5%[activator]
CCOC(=O)n1ccn(C)c1=S	x	-0.2%	x	-9.7%[12.8 µM]	x	11.5%[12.8 µM]
C/C(CC(=O)Nc1ccccc1F)=N\NC(=O)Cc1ccc(Cl)cc1	2.2	-9.7%	-10.8%	9.6%	38.8	25.5%
O=C(Nc1ccc2ccccc2n1)c1ccc(Cl)cc1	49.7*	5.2%	-7.5%	241.0%[activator]	67.3*	-11.6%
Nc1c(C(=O)Nc2ccccc2F)sc2nc(Cc3ccccc3)cc(C(F)(F)F)c12	-5.1	5.0%	0.6%	68.8%[activator]	23.6	x
CN(Cc1nccs1)C(=O)c1cc(COc2cccc3cnccc23)on1	4.9	x	-25.3%	u	-6.2	-2.1%
CCOc1ccc(C(=O)N(Cc2ccc(OC)cc2)Cc2cc3cc(OC)ccc3[nH]c2=O)cc1	-6.5	-0.1%	-22.5%	x	21.4	u
Cn1c(=O)c2c(ncn2CC(=O)Nc2cccc(S(=O)(=O)Nc3ccccc3F)c2)n(C)c1=O	-1.0	4.5%	-11.7%	u	-10.5	u
COC(=O)CCC(=O)OC1(C)C(=O)C=C2C=C(C3CC3)N(C(CO)CO)C=C2C1=O (configuration not stated)	-3.7	u	-3.8%	61.7%[activator]	-11.8	45.6%[activator]
CCOc1nc(NC(=O)NS(=O)(=O)c2cccc(Cl)c2)nc(-c2ccccc2)n1	-0.6	1.5%	-10.5%	u	0.0	42.4%[activator]
O=C(Nc1ccc2c(c1)C(=O)OC2)c1ccc(Cl)cc1	18.2*	-6.6%	-3.9%	30.3%[activator]	40.1	22.9%
CC(=O)c1sc(NCc2ccc(C)cc2)nc1C	42.9*	-9.2%	-2.6%	172.2%[activator]	102.9*	157.5%[activator]
Cn1c(O)c(N=Nc2ccc(F)cc2)c2ccccc21	39.8*	-6.0%	-11.0%	-3.1%	35.3	i
COC(=O)CCC(=O)OC1(C)C(=O)C=C2C=C(C3CC3)N(C3CCCCC3)C=C2C1=O (configuration not stated)	1.3	u	-1.2%	u	18.2	u
CCOC(=O)c1[nH]c2ccc(OC)cc2c1NC(=O)CN1CCC2(CC1)OCCO2	5.0	0.5%	3.8%	x	-5.1	-13.4%
OCC1(CCc2ccccc2)CCN(Cc2c(F)ccc(F)c2F)CC1	-3.3	4.4%	-5.0%[57.1 µM]	-15.2%	-12.0	-8.5%
CCCn1c(SCC(=O)Nc2cccc(C)n2)nc2c1c(=O)n(C)c(=O)n2C	-2.2	0.7%	-8.8%	u	-0.7	-4.2%
O=C(Cc1ccc(Cl)c(Cl)c1)NNC(=S)NCC1CCCO1 (configuration not stated)	-1.7	x	-0.1%	u	-3.3	3.7%

New compounds follow
SMILES	CHX counter	FBPA Giardia inh	Sm TGR block	Pf growth 96h	Shiga inhibitor	Pf growth 48h
COC(=O)CC(c1ccc(OC)c(OC)c1)c1ccc(OC)c(OC)c1	6.2	8.4%	x	75.9%[activator][5.75 µM]	-15.7	0.5%
O=C(NCCN1CCc2ccccc2C1)C1CCN(S(=O)(=O)N2CCC3(CC2)OCCO3)CC1	-4.2	u	u	u	-21.4	u
Cc1ccc(C)c(N2CCN(S(=O)(=O)c3ccc(-c4cc(C)no4)s3)CC2)c1	-9.6	x	-1.3%	u	-6.3	11.0%
C/C(NC(=O)c1cccs1)=C1\C(=O)C[C@@H]2[C@H]1C2(C)C	14.9*	4.3%	-2.1%	u	28.6	u
CCC1CCCCN1C(=O)c1ccc(OC2CCN(C(=O)COC)CC2)cc1 (configuration not stated)	7.1	-7.7%	-15.6%	-20.6%	14.6	-11.3%
O=C(Nc1ccc(F)cc1)Nc1cc(S(=O)(=O)N2CCOCC2)ccc1N1CCCC1	-0.9	6.6%	-1.8%	87.0%[5.75 µM]	-5.5	3.2%
O=C(CNC1CCCC1)Nc1cc(Cl)ccc1[N+](=O)[O-]	2.5	u	11.4%	u	9.1	u
O=C(CN1C(=O)/C(=C/c2ccccc2F)Oc2ccccc21)N1CCN(c2ccccn2)CC1	-1.1	-1.4%	-1.1%	5.5%	-13.3	18.4%
CCSc1nnc(-c2cnn(-c3ccccc3)c2-n2cccc2)n1C	-4.6	-2.5%	-3.6%	x	7.9	10.4µM*
Cc1cc(C)c2c(c1)/C(=N/NS(=O)(=O)c1ccc(Br)cc1)CCC2	-1.8	-4.9%	-14.9%	20.0%	26.1	x
Cn1c(=O)[nH]c(=O)c2c1nc(SCC(N)=O)n2Cc1cccc(Br)c1	-4.0	-11.0%	7.1%	5.7%	4.2	-23.3%
S=c1nc(-c2ccc(Br)cc2)oc2c1CCCC2	32.9	-20.6%	-11.2%	60.6%[activator]	4.8	x
Cn1c(C(=O)NC2CCCCC2)cc2c(=O)n3ccccc3nc21	22.7*	x	-1.8%	7.2%	20.7	35.0%[activator]
O=C(CCCCCN1C(=O)CCC1=O)Nc1ccc2c(c1)OCCO2	8.9	-8.7%	-6.5%	x	23.9	22.2%
O=C(NC1CCCCC1)C(c1ccccc1F)N(C(=O)c1csnn1)C1CCCC1 (configuration not stated)	3.2	-0.6%	8.4%	u	2.3	-28.9%
O=C(NCc1ccco1)c1ccc(-c2cccc(Cl)c2)o1	52.2*	-2.9%	31.6µM*	-2.0%	71.1*	51.3%[activator]
Cc1ccc(-c2noc(CN(C)C(=O)c3ccoc3C)n2)cc1	19.4*	4.0%	-5.3%	-2.9%	88.5*	19.7%
CCNC(=S)NNC(=O)c1cc(-c2cccc(OCC)c2)nc2ccccc12	13.7*	13.0%	5.5%	x	51.2	u
CCOc1ccc(C(=O)NCC(=O)OCc2cc([N+](=O)[O-])cc3c2OCOC3)cc1OCC	5.9	4.1%	5.4%	10.4%	-2.9	13.0%
CCc1ccc(NS(=O)(=O)c2cccc3nsnc23)cc1	-0.6	4.5%	2.7%	u	-9.1	-8.3%
CC(=O)NC(CCS(C)(=O)=O)C(=O)Nc1cc(Cl)ccc1Cl (configuration not stated)	-0.2	-5.3%	-14.2%	24.8%	-10.0	21.0%
CCCCn1c(N)c(N(C)C(=O)c2ccc(OCC3CCCO3)cc2)c(=O)[nH]c1=O (configuration not stated)	x	x	-4.1%	-21.8%	x	-16.1%
COc1ccc(OC)c(N(CC(=O)NCCSCc2ccco2)S(=O)(=O)c2ccccc2)c1	-4.6	x	44.7µM*	u	-1.1	u
O=Nc1c2nc3ccccc3n(O)c-2c2ccccc12	72.9*	-7.2%	1.8%	u	114.7*	82.1%[activator]
COc1ccccc1CC(=O)OC(C)C(=O)Nc1ccc(S(=O)(=O)N2CCCCC2)cc1 (configuration not stated)	x	x	-13.6%	u	x	u

Reformatted: results already given
Every second line gives: CHX counter | FBPA Giardia inh | Sm TGR block | Pf growth 96h | Shiga inhibitor | Pf growth 48h
O=C(CNC1CCCC1)Nc1cc(Cl)ccc1[N+](=O)[O-]
→ 2.5 | u | 11.4% | u | 9.1 | u
CCNC(=S)NNC(=O)c1cc(-c2cccc(OCC)c2)nc2ccccc12
→ 13.7* | 13.0% | 5.5% | x | 51.2 | u
S=c1nc(-c2ccc(Br)cc2)oc2c1CCCC2
→ 32.9 | -20.6% | -11.2% | 60.6%[activator] | 4.8 | x
Cc1ccc(C)c(N2CCN(S(=O)(=O)c3ccc(-c4cc(C)no4)s3)CC2)c1
→ -9.6 | x | -1.3% | u | -6.3 | 11.0%

(further entries)
SMILES	CHX counter	FBPA Giardia inh	Sm TGR block	Pf growth 96h	Shiga inhibitor	Pf growth 48h
C=Cc1ccc(C(=O)N2CCCC(CCC(=O)N3CCN(c4ccccn4)CC3)C2)cc1 (configuration not stated)	-3.6	x	-9.0%	37.2%[activator]	4.5	-0.5%
C[N+]1(C2CCC3CCCC2C3O)CCCC1 (configuration not stated)	-0.3	7.1%	-7.4%	u	-14.7	u
CN(C)C(=O)Oc1cccc([N+](C)(C)C)c1	-3.2&2.0	4.8%	-1.5%&-3.8%	4.15µM*!	-13.4&9.4	u
Cn1cc(CNCc2ccc(-n3cccn3)cc2)c(-c2ccccc2F)n1	-4.8	2.4%	x	7.0%	-20.7	5.1%
COc1ccc(CN(C(=O)CN2C(=O)c3ccccc3S2(=O)=O)C(C(=O)NCC2CCCO2)c2ccncc2)cc1 (configuration not stated)	-2.7	6.3%	-13.9%	28.9%	-7.6	-4.6%
CC(=O)N(/N=C/c1ccc([N+](=O)[O-])o1)c1nc2ccccc2c(=O)n1-c1ccccc1	1.0	-12.7%	39.8µM*	-7.3%	6.1	-7.3%
COC(=O)c1ccc(-c2cc(C(=O)O)c3cc4c(cc3n2)OCCO4)cc1	2.3	6.9%	10.9%	u	16.4	-0.2%
COc1cc(C(c2c(C)[nH]n(-c3ccccc3)c2=O)c2c(C)[nH]n(-c3ccccc3)c2=O)cc(OC)c1OC	-1.9	-28.7%	-14.6%	-1.7%	19.5	u
COc1cc(NC(=S)N2CCN(C)CC2)c(OC)cc1Cl	8.0	u	-10.6%	-3.0%	12.7	0.2%
Cc1cc2ncc(S(=O)(=O)C(C)(C)C)c(N)n2n1	-3.5	-9.2%	0.3%	34.3%[activator]	-3.3	u
COC(=O)[C@@H](NC(=O)N1CCC(C)CC1)C(C)C	-1.7	-1.0%	3.0%	24.3%	-4.5	u
COc1ccc(Cc2nnc(NC(=O)Nc3ccccc3F)s2)cc1	-2.8	13.5%	7.6%	-17.2%	x	28.1%
COc1cc(=O)n(C)c2c(OCC3OC(C)(C)OC3(C)C)cccc12 (configuration not stated)	9.7*	0.9%&1.8%	-5.8%	u	35.3	u
